Bioassay records: PubChem, National Center for Advancing Translational Sciences (NCATS)
TSHR antag: human thyrotropin receptor antagonism; P16473; TSHR-expressing cells, TSH-stimulated cAMP HTRF, 2 h; hits give low values; activity change, negative = inhibition, % at 11.5 µM; hit rate 0.2% among 330,000; AID 504810;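 active = activity change below a set negative limit, meaning inhibition stronger than a set level, cut at about -70% in these data; inconclusive = activity change between two set negative limits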; note: % is set by controls: 0 for no effect and ±100 for the full control effect
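Competitive HTRF cAMP read-out (cryptate anti-cAMP antibody, cAMP-d2; 30 min, room temperature) in freshly harvested TSHR cells. Compounds added before TSH at EC80 (4nM final), followed by 2 hours' incubation at 37 deg C.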
TSG101-PTAP inh: blocks PTAP/TSG101 interaction to inhibit HIV-1 budding; Q99816; Fluorescence polarization, FITC-PTAP peptide / Tsg101 binding; Potency, µM (top dose mostly 115 µM), inactives show top-dose activity change, negative = inhibition, most hits filed as inhibitors; 340,000 tested, under 10 active; active = well fitted inhibition curve with a large enough effect in the main read-out, with a control signal flat, not every such curve was filed as active; inconclusive = small, poorly fitted or top-dose-only effect, or effect the other way, or a change in a side signal; inactive = no such curve, though single readings can be large or run the other way; note: potency is the fitted concentration of half-maximal effect; % of control where 0% means no effect
Target sequence (Q99816 whole entry, looked up): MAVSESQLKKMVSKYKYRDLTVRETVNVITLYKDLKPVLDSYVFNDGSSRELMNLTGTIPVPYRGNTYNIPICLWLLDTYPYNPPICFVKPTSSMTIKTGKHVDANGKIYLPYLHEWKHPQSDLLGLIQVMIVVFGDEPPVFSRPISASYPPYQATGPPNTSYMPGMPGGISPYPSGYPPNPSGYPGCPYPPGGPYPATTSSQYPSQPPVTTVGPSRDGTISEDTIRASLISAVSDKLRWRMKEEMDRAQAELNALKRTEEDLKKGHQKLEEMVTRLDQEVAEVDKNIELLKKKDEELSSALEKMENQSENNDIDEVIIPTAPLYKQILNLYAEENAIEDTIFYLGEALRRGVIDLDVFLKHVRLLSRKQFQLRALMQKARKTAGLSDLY
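Steps: Tsg101 binding domain dispensed (10 uM final), compounds pinned in DMSO, FITC-labeled PTAP-motif peptide added (50 nM final); after 20 min binding at room temperature, polarization measured.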
Chronic BCR inh: chronic active BCR signaling inhibition | ABC-DLBCL IkBa-CBG/CBR reporter, luminescence ratio, 4 h | Potency, µM (top dose mostly 46.1 µM), without a hit: at the top dose ratio change, negative = lower green/red ratio, actives largely listed as inhibitors | hit rate 0.05% among 340,000 | AID 493014; active = well fitted inhibition curve with a large enough effect in the signal ratio, with a control signal flat, not every such curve was filed as active; inconclusive = small, poorly fitted or top-dose-only effect, or effect the other way, or a change in a side signal; the % refers to the signal ratio;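 note: potency is the fitted concentration of half-maximal effect; plate controls were basal doxycycline-induced cells for no effect and cells given 10 µM MG132 for full effect; MG132 reads +100%, hits lower the ratio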
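Cell line TMD8 (human ABC DLBCL), stably expressing tet-inducible CBG68-IkBa fusion and CBR; IMDM/0.5% FBS; cpd up to 46 uM; dox induction, 4 h, 37C/5% CO2; dual luminescence; green/red ratio; MG132 control.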
Eya2 phos inh: blocks the phosphatase activity of human Eya2; O00167; Potency, µM (titrated, usually from 76.9 µM), inactives show at the top dose activity, negative = inhibition, hits mostly inhibitors; recombinant Eya2, OMFP fluorescence dephosphorylation (OMFP is methylfluorescein phosphate); hit rate 0.006% among 330,000; note: potency is the fitted concentration of half-maximal effect; % is set by controls: 0 for no effect and ±100 for the full control effect
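Eya2 (0.2 uM) preincubated 10 min at ambient with compound, then OMFP substrate added at 50 uM; 10 min reaction in 50 mM HEPES pH 7.5, 50 mM NaCl, 5 uM MgCl2, 0.05% BSA, 1 mM DTT. Fluorescence read at Ex 485/Em 525 nm.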
ELG1 DNA repair: blocks ELG1-dependent DNA repair in HEK293T cells; HEK293T ELG1-luciferase reporter, luminescence, 16 h; DNA damage induced by 5-fluorouridine; Potency, µM (titrated, usually from 46.1 µM), without a hit: at the highest dose activity change, negative = inhibition, most hits filed as inhibitors; hit rate 2.3% among 330,000; AID 504467; note: potency is the fitted concentration of half-maximal effect; % is set by controls: 0 for no effect and ±100 for the full control effect; nearly all actives have a fitted effect of over 55% in size
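Cells (2,000 per well) received 5-fluorouridine plus test compound or DMSO and were incubated 16 hr at 37 °C, 5% CO2. Luciferase activity was read by luminescence 30 min after ONE-Glo addition; signal suppression marked inhibition of damage-induced ELG1 function.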
A-T KAP1 phos: potential ataxia-telangiectasia treatments restoring KAP-1 phosphorylation | hit rate 0.19% among 320,000 | Potency, µM (series often up to 57.5 µM), for the others: at the top dose activation, hits mostly activators | AID 485349 | […] A-T fibroblasts, KAP-1 phosphorylation AlphaLISA; neocarzinostatin DNA damage 30 min before lysis; note: potency is the fitted concentration of half-maximal effect; % of control where 0% means no effect; nearly all actives have a fitted effect of over 45% in size
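hTERT-immortalized A-T patient fibroblasts ([…]), 500 cells/well in OPTI-MEM, 1% FBS, got compounds for 60 min, then NCS for 30 min at 37C. Lysates were then assayed for phospho-KAP-1 by AlphaLISA (anti-pKAP1 donor, anti-KAP1 acceptor beads), 6 hr at 25C.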
ASM inhibitor: human S-ASM enzyme inhibition. P17405. placental ASM, HMU-PC fluorogenic substrate, 60 min. Potency, µM (doses to about 57.5 µM), inactives show top-dose activity change, negative = inhibition, most hits filed as inhibitors. hit rate 0.006% among 340,000; note: potency is the fitted concentration of half-maximal effect
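Human placenta-derived ASM enzyme was preincubated with compound for 10 minutes at room temperature, then given fluorogenic substrate HMU-PC0 (9 uM final) for 60 minutes at 37 °C; a pH 10 stop preceded fluorescence reading at Ex 386/Em 447 nm.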
Tb PFK inh: T. brucei PFK enzyme inhibition; hit rate 0.17% among 330,000; Potency, µM (titrated, usually from 57.5 µM), for the others: top-dose activity, negative = inhibition, usual class: inhibitors; T. brucei PFK, ADP-Glo luminescence;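 note: potency is the fitted concentration of half-maximal effect; 0% = uninhibited 1x PFK enzyme wells and -100% = no-enzyme wells; nearly all actives have a fitted effect of over 60% in size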
Target sequence (O15648 whole entry, looked up): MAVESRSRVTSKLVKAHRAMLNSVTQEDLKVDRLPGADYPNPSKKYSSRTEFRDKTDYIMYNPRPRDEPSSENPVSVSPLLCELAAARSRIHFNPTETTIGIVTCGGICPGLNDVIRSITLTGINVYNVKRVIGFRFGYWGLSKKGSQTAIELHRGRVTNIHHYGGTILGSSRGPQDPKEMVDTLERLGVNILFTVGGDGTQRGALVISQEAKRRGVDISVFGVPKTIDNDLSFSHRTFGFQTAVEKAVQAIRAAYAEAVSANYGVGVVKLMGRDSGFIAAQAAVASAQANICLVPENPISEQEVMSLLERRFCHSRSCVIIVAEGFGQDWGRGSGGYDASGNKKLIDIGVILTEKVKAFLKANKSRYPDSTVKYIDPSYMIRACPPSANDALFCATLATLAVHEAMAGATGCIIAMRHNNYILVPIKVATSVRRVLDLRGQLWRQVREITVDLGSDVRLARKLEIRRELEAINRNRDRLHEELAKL
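In TEA buffer at pH 8.0 with 5 mM MgCl2, enzyme (1.25 nM) converted F6P (0.5 mM) and ATP (0.1 mM) for 45 min at room temperature. ADP product was read by luciferase luminescence.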
TCR act: activates T cell receptor signaling | 330,000 tested, under 10 active | primary human leukocytes, anti-CD3, IL-2 HTRF, 48 h | AID 504894 | Potency, µM (highest dose often 9.22 µM), without a hit: at the highest dose activation of IL-2 secretion, actives largely listed as activators; note: % of control where 0% means no effect
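Primary human leukocytes receive a-CD3 beads and test compound and are incubated 48 hr. Secreted IL-2 is then assayed by HTRF, measuring 665nm acceptor emission after 320nm excitation of the europium donor.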
Mito fusion act: blocks mitochondrial division or promotes mitochondrial fusion; S. cerevisiae fusion-defective mutant growth rescue, CellTiterGlo 48 h; Potency, µM (series often up to 46.1 µM), without a hit: at the top dose growth rescue (activation), actives largely listed as activators; hit rate 0.23% among 320,000;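 note: potency is the fitted concentration of half-maximal effect; % of control where 0% means no effect; nearly all actives have a fitted effect of over 45% in size; temperature-sensitive fusion mutants such as fzo1-1 at 37 °C on non-fermentable ethanol glycerol medium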
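S. cerevisiae fusion-defective temperature-sensitive mutants (e.g. fzo1-1, mgm1-5) grown 48 h at 37C in YPEG (ethanol/glycerol non-fermentable) medium with 23 nl compound per well; growth rescue read as CellTiterGlo luminescence.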
Integrin act MD: activates integrin-mediated alleviation for muscular dystrophy. alpha7betagal myoblasts, beta-gal FDG fluorescence, 48 h. Potency, µM (doses to about 38.3 µM), without a hit: at the top dose activation, actives largely listed as activators. hit rate 0.064% among 350,000. AID 624291;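 note: potency is the fitted concentration of half-maximal effect; 100% = response of the positive control SU9516; nearly all actives have a fitted effect of over 60% in size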
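alpha7betagal+/- myoblasts (passage 13, 250/well) treated 48 h at 37C with compounds at 1:260 dilution of DMSO stock. Lysed, then beta-galactosidase activity read as FDG fluorescence (ex 480/em 540) after 30 min, with pre-read for autofluorescence.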
The depositor's hits bear a star; ? = inconclusive; . = not tested or not shown; [ ] = another dose, or the depositor's remark. Unless noted, calls come from the whole dose curve; as a rule, active = well fitted curve in the direction sought with a large enough effect; inconclusive = small, poorly fitted or top-dose-only effect, or another doubt; inactive = no such curve, though single readings can be large; an effect the other way counts as inactive or inconclusive.

#	SMILES	TSHR antag	TSG101-PTAP inh	Chronic BCR inh	Eya2 phos inh	ELG1 DNA repair	A-T KAP1 phos
1	O=C(NCCN1CCN(C(=O)c2ccc(Br)cc2)CC1)c1ccc(Br)cc1	-8	-2%	6%	1%	?	9%
2	CC[C@]12c3[nH]c4cc(-c5ccco5)ccc4c3CCN1C(=O)[C@@H](CC(=O)NC/C=C(\C)CCC=C(C)C)C[C@@H]2C(=O)N1CCN(C(=O)c2ccco2)CC1	9	-1%	?	-7%	?	6%
3	O=C(CN(C(=O)c1cc2c(s1)CCC2)C1CCCC1)NCc1cccs1	15	-7%	-1%	-1%	?	-1%
4	CCN(CC)C(=O)[C@H]1C[C@H](CC(=O)NCCCN(C)C)C(=O)N2CCc3c([nH]c4cc(-c5ccco5)ccc34)[C@]12C	7	-2%	-14%	3%	?	4%[11.5 µM]
5	COc1ccc(Cl)cc1S(=O)(=O)Nc1ccc(Cl)cn1	1	1%	6%	7%	15%	-17%
6	Cc1c(C(=O)N2CCCC2)sc(NC(=O)c2ccc(Cl)cc2)c1C#N	-16	-7%	1%	5%	?	-2%
7	CC(C)CC(OC(=O)c1ccco1)C(=O)NC1CCCCC1 (stereo not drawn)	11	-1%	3%	13%	1%	17%
8	CN(CC(=O)Nc1ccccc1Br)C(=O)CN1CCN(Cc2cccc(Cl)c2)CC1	8	0%	-1%	7%	18µM*	34%
9	Cc1cc(C)n(-c2nc3c(c(=O)[nH]c(=O)n3C)n2CC(C)C)n1	0	-3%	-1%	-1%	3%	11%
10	Cc1ccc(NS(=O)(=O)c2cccc(C(=O)Nc3cccnc3)c2)c(C)c1	-6	2%	-4%	4%	?	11%
11	CCOc1ccc(-c2cc(N)n(S(=O)(=O)c3cccc4nsnc34)n2)cc1	-3	-3%	-4%	-12%	-12%	-6%
12	CC1=NN(c2ccccc2)C(=O)/C1=C\c1c(C)[nH]n(-c2ccccc2)c1=O	-2	-4%	3%	6%	2%	-7%
13	O=C(Nc1c(Cl)cccc1Cl)c1cc(-c2ccco2)on1	-6	-6%	2%	15%	?	2%
14	CSc1nc2nc(C)c(CCC(=O)OCC(=O)Nc3ccc(F)cc3)c(C)n2n1	10	0%	-1%	-16%	1%	9%
15	O=C(NCc1ccccc1)c1cccc(COc2cc(Cl)ccc2Cl)c1	-7	1%	?	8%	?	1%

#	ASM inhibitor	Tb PFK inh	TCR act	Mito fusion act	Integrin act MD
1	4%	2%	3%	-8%	9%
2	6%	-1%	-1%[46.1 µM]	.	-34%
3	0%	1%	-3%	4%	-29%
4	11%	0%	-1%[46.1 µM]	.	-33%
5	-7%	0%	-2%	11%	0%
6	-11%	-3%	2%[46.1 µM]	25%	15%
7	0%	0%	-3%	2%	17%
8	0%	1%	5%	.	-9%
9	-1%	-13%	4%	1%	3%
10	-7%	0%	-2%	.	-9%
11	-1%	5%	-3%	-1%	?
12	-10%	1%	0%	-1%	-15%
13	-3%	1%	-4%	13%	0%
14	-2%	-15%	5%	6%	5%
15	0%	-2%	0%[46.1 µM]	1%	?

The list goes on:
#	SMILES	TSHR antag	TSG101-PTAP inh	Chronic BCR inh	Eya2 phos inh	ELG1 DNA repair	A-T KAP1 phos
16	O=C(CN(Cc1ccco1)C(=O)CNS(=O)(=O)c1ccc(Cl)cc1)NCc1ccco1	-6	-6%	2%	5%	-2%	3%
17	Cc1ccc(NC(=S)NNC(=S)Nc2ccc(C)cc2C)cc1	1	0%	18µM*	-8%	-19%	2%
18	Cc1ccc(-c2nn(-c3ccccc3)cc2/C=N/NC(=O)c2ccncc2)o1	7	0%	?	-5%	?	-2%
19	COc1ccc(C)cc1NC(=O)CSc1nc2ccccc2nc1N1CC(C)OC(C)C1 (stereo not drawn)	1	-6%	11%	-7%	?	17%
20	C=CCn1c(SCc2ccc(C#N)cc2)nnc1-c1cccc(Cl)c1	-12	-8%	3%	9%	-28%	-5%
21	COC(=O)c1ccc(OCC(O)CN2CCc3cc(OC)c(OC)cc3C2c2ccccc2)cc1 (stereo not drawn)	2	-3%	2%	-3%	?	-6%
22	CC1OC(OCC2OC(Oc3c(-c4ccc(O)cc4)oc4cc(O)cc(O)c4c3=O)C(O)C(O)C2O)C(O)C(O)C1O (stereo not drawn)	-5	1%	-19%	-3%	-8%	3%
23	O=C(CCC(=O)c1cccs1)NCCc1ccc(F)cc1	-8	0%	3%	2%	0%	-9%
24	CCCCCCC[C@H](N)[C@H](O)C(=O)N(C)[C@@H](CCS(C)=O)C(=O)N[C@@H](Cc1ccc(O)cc1)C(=O)N[C@@H](Cc1ccc(O)cc1)C(=O)O (stereo partly drawn)	23	-3%	6%	-4%	10%	19%
25	CC(C)(C)C1CCc2c(sc(NC(=O)c3cc(C4CC4)on3)c2C#N)C1 (stereo not drawn)	-19	-1%	1%	14%	?	5%
26	O=C(CNC(=O)/C(=C/c1ccccc1)NC(=O)c1ccc(Br)cc1)OCc1ccccc1	0	0%	-2%	-8%	?	-5%
27	Cc1ccc(NC(=O)c2ccccc2NS(=O)(=O)c2ccc(Cl)s2)cc1	?	-13%	?	2%	?	8%
28	CC1(C)CC(=O)C(Sc2ccccc2[N+](=O)[O-])=C(O)C1	5	-3%	2%	1%	-2%	0%
29	COc1ccc(OC)c(-n2c(SC)nnc2-c2c[nH]c3ccccc23)c1	-4	-3%	?	-13%	-10%	1%
30	O=C(CNS(=O)(=O)c1ccc2ccccc2c1)OCc1nnc(-c2ccccc2)o1	-13	-1%	27%	6%	0%	-3%
31	CCCSc1cc(N2CCCC2)nc(-c2ccccc2)n1	7	-4%	3%	-3%	2%	7%
32	Cc1ccccc1N1C(=O)CN(Cc2sccc2C)C1=S	-13	-3%	-1%	9%	-7%	0%
33	CCOC(=O)Cc1csc(NC(=O)CSc2nnc(C)n2C)n1	1	-1%	2%	12%	0%	0%

#	ASM inhibitor	Tb PFK inh	TCR act	Mito fusion act	Integrin act MD
16	6%	8%	3%	2%	12%
17	-7%	0%	5%	?	-29%
18	4%	-4%	-7%	-8%	-37%
19	3%	-1%	-1%	2%	-23%
20	2%	-2%	-2%	0%	14%
21	-2%[11.5 µM]	-3%	-2%	-2%	-49%[inhibitor]
22	-5%	-1%	2%	-2%	-4%
23	0%	0%	3%	2%	5%
24	-3%	8%	1%	-13%	26%
25	10%	5%	4%	6%	7%
26	-2%	-2%	1%[46.1 µM]	-2%	-20%
27	-8%	0%	0%[46.1 µM]	-18%	-54%[inhibitor]
28	3%	0%	0%[46.1 µM]	-20%	-17%
29	7%	-2%	3%	3%	17%
30	-5%	-2%	-2%	-1%	27%
31	-6%	1%	0%	2%	5%
32	0%	-7%	1%[46.1 µM]	30%	2%
33	4%	-5%	-14%	1%	4%

Retrieved one by one from the list above:
#	SMILES	TSHR antag	TSG101-PTAP inh	Chronic BCR inh	Eya2 phos inh	ELG1 DNA repair	A-T KAP1 phos
28	CC1(C)CC(=O)C(Sc2ccccc2[N+](=O)[O-])=C(O)C1	5	-3%	2%	1%	-2%	0%
22	CC1OC(OCC2OC(Oc3c(-c4ccc(O)cc4)oc4cc(O)cc(O)c4c3=O)C(O)C(O)C2O)C(O)C(O)C1O (stereo not drawn)	-5	1%	-19%	-3%	-8%	3%

#	ASM inhibitor	Tb PFK inh	TCR act	Mito fusion act	Integrin act MD
28	3%	0%	0%[46.1 µM]	-20%	-17%
22	-5%	-1%	2%	-2%	-4%
